PGK inhibitor – qHTS Assay to Find Inhibitors of Phosphoglycerate Kinase; Phosphoglycerate kinase, glycosomal (Trypanosoma brucei brucei), P07378; PGK/GAPDH coupled, Kinase-Glo luminescence, 60 min; Potency, µM (top dose mostly 57.5 µM), without a hit: top-dose activity change, negative = inhibition, actives largely listed as inhibitors; hit rate 0.043% among 380,000; AID 602233, 2012; further: on the % scale 0 is the no-effect control and ±100 the full control effect; nearly all actives have a fitted effect of over 60% in size
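Luminescent ATP detection (Kinase-Glo Plus) follows a 60-minute room-temperature incubation, with wells lacking PGK as controls. Buffer: 100 mM TEA (pH 7.6), 5 mM MgCl2, 0.01% Tween-20. Coupling enzyme GAPDH (100 nM final) supplies unstable 1,3-BPG in-well.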
BAZ2B inh – qHTS Assay for Inhibitors of BAZ2B | Potency, µM (top dose mostly 114 µM), without a hit: top-dose activity change, negative = inhibition, most hits filed as inhibitors | AID 504333, 2011 | AlphaScreen BAZ2B-H3K14Ac peptide displacement | hit rate 4.4% among 360,000 | Bromodomain adjacent to zinc finger domain protein 2B (Homo sapiens), Q9UIF8; further: on the % scale 0 is the no-effect control and ±100 the full control effect; nearly all actives have a fitted effect of over 60% in size
Target sequence (Q9UIF8 whole entry, looked up, the tested form may be a part): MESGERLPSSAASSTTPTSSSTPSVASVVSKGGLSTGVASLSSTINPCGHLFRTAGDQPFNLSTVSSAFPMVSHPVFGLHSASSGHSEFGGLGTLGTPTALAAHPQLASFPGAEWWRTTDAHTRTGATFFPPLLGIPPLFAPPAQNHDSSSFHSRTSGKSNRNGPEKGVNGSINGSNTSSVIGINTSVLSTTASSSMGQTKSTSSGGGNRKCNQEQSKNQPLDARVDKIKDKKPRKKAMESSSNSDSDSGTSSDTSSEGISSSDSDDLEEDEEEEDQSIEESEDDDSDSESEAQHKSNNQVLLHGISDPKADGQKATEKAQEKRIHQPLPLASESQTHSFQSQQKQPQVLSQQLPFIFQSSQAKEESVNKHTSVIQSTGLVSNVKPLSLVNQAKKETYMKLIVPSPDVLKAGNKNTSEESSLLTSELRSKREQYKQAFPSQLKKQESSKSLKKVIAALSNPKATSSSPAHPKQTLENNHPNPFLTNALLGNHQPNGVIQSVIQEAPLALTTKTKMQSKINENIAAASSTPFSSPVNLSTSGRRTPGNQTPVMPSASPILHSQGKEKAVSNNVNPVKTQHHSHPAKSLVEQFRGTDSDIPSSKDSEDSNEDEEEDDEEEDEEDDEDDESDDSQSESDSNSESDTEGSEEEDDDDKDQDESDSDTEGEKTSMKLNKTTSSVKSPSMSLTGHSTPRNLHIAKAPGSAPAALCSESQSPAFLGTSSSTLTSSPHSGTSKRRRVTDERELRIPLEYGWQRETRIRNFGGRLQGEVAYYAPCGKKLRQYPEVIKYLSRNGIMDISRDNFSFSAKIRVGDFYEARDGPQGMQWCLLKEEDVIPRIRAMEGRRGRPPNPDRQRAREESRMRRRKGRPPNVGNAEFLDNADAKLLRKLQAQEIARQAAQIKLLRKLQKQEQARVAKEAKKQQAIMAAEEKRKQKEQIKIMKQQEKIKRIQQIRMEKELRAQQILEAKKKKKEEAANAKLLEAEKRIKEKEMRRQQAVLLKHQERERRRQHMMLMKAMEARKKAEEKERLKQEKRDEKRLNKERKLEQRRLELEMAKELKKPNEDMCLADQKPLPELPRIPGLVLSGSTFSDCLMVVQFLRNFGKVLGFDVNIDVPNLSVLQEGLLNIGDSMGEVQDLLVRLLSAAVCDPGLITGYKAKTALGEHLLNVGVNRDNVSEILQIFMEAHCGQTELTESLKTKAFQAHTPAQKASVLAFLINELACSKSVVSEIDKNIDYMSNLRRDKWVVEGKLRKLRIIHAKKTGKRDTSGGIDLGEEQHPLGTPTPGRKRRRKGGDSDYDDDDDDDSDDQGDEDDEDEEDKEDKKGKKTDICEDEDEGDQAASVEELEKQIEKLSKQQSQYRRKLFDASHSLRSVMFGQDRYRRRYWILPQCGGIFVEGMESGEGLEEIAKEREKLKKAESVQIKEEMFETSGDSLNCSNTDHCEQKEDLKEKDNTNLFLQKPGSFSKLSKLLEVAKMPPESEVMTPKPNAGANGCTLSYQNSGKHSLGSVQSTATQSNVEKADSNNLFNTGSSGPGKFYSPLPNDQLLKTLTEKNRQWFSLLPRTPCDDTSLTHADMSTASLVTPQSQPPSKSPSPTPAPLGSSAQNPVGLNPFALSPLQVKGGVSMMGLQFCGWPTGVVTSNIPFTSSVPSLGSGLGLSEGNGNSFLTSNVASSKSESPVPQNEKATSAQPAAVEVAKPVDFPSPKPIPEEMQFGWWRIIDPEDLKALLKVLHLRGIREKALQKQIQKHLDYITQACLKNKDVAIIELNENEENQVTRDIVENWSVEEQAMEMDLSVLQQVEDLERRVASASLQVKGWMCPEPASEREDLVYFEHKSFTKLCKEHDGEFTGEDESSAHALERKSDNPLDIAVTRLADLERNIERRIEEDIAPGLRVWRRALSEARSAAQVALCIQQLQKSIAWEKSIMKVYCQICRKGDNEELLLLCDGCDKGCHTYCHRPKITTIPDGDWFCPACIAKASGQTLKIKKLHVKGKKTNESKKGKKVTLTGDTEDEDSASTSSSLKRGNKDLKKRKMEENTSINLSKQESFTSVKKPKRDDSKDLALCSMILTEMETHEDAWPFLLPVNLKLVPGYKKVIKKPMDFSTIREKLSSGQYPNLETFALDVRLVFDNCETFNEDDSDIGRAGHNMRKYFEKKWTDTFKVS
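In this displacement format the biotinylated H3(5-23) peptide acetylated at Lys14 serves as ligand at 50 nM, with BAZ2B at 50 nM in PBS pH 7.4 containing 0.01% Tween-20. Donor and acceptor beads are 10 ug/mL final.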
HP1b binding inh – HTS for Inhibitors of HP1-beta Chromodomain Interactions with Methylated Histone Tails; AlphaScreen HP1-beta / biotin-H3K9me3 peptide binding; hit rate 0.56% among 390,000; Potency, µM (titrated, usually from 114 µM), for inactives: at the top dose activity change, negative = inhibition, usual class: inhibitors; further: nearly all actives have a fitted effect of over 70% in size; inactives centre near 23
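HP1-beta protein (50 nM final) preincubated 30 min at room temperature with biotinylated H3(1-18)K9me3 peptide (50 nM) in PBS pH 7.4, 0.01% Tween-20, then compound added for 30 min. AlphaScreen streptavidin donor/nickel chelate acceptor beads (10 ug/mL final), 30 min dark, luminescence read.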
G9a inh – qHTS Assay for Inhibitors of Histone Lysine Methyltransferase G9a; hit rate 8.8% among 350,000; G9a H3K9 monomethylation, AlphaScreen, 2 h; Potency, µM (titrated, usually from 102 µM), inactives show at the highest dose activity, negative = inhibition, usual class: inhibitors; AID 504332, 2011; further: on the % scale 0 is the no-effect control and ±100 the full control effect; nearly all actives have a fitted effect of over 75% in size
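Enzyme 20 nM + cpd, 15 min RT; add b-H3K9 pep 500 nM / SAM 20 uM; 2 h RT; anti-H3K9me1 Ab 0.5 ug/mL + SA donor / anti-rabbit acceptor beads 20 ug/mL each, 10 min; AlphaScreen read.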
Pol iota inh – qHTS for Inhibitors of Polymerase Iota | Pol iota fluorescent replication assay, 10 min | Potency, µM (highest dose often 115 µM), without a hit: at the highest dose activity, negative = inhibition, most hits filed as inhibitors | hit rate 1% among 390,000 | AID 588590, 2011
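Pol iota at 10 nM preincubated 15 min with compounds at room temperature; reaction started with fluorescent substrate, 50 nM final. Fluorescence read kinetically at 0 and 10 min; buffer-only wells as negative control.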
BLM inh – qHTS Assay for Inhibitors of Bloom's syndrome helicase (BLM); RecQ-like DNA helicase BLM (Homo sapiens), P54132; recombinant BLM DNA unwinding, fluorescence dequenching; Potency, µM (doses to about 56.1 µM), for the others: top-dose activity change, negative = inhibition, usual class: inhibitors; hit rate 0.2% among 350,000;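 further: plate controls were vehicle for no effect and no enzyme for full effect; nearly all actives have a fitted effect of over 35% in size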
GLS inhibitor – qHTS for Inhibitors of Glutaminase (GLS). GLS enzymatic activity, qHTS titration. Potency, µM (titrated, usually from 45.5 µM), inactives show at the top dose activity change, negative = inhibition, hits mostly inhibitors. hit rate 0.21% among 410,000; further: on the % scale 0 is the no-effect control and ±100 the full control effect
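hKGA; 45 mM KH2PO4 pH 8.2 + 0.02% Tween-20; cpd via pin tool; 1 mM Gln soln; GluOx/HRP/Amplex Red; RT 30 min; fluor. t0 & final.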
JMJD2A Tudor – qHTS Assay for Inhibitors of JMJD2A-Tudor Domain; Lysine-specific demethylase 4A (Homo sapiens), O75164; AlphaScreen JMJD2A-Tudor / H3K4me3 peptide binding; Potency, µM (doses to about 114 µM), inactives show at the highest dose activity change, negative = inhibition, hits mostly inhibitors; hit rate 4.4% among 390,000; further: on the % scale 0 is the no-effect control and ±100 the full control effect; nearly all actives have a fitted effect of over 50% in size
Pin1 inhibitor – qHTS Assay to Find Inhibitors of Pin1; Peptidyl-prolyl cis-trans isomerase NIMA-interacting 1 (Homo sapiens), Q13526; Pin1 FP peptide displacement, HiFluor488, 10 min; Potency, µM (doses to about 115 µM), for inactives: at the highest dose activity, negative = inhibition, actives largely listed as inhibitors; hit rate 0.009% among 390,000; AID 504891, 2011; active means well fitted inhibition curve with a large enough effect in the polarisation, with a control signal flat, not every such curve was filed as active; inconclusive means small, poorly fitted or top-dose-only effect, or effect the other way, or a change in a side signal; inactive means no such curve, though single readings can be large or run the other way; the % refers to the polarisation; further: on the % scale 0 is the no-effect control and ±100 the full control effect
The depositor's hits bear a star; i = inactive; ? = inconclusive; . = not tested or not shown; & = joins results of further samples; [ ] = remark or other dose. Unless noted, the call rests on the fitted dose curve; in most records, active means well fitted curve in the direction sought with a large enough effect; inconclusive means small, poorly fitted or top-dose-only effect, or another doubt; inactive means no such curve, though single readings can be large; an effect the other way counts as inactive or inconclusive. Potency means the concentration at half of the fitted maximal effect.

compound	PGK inhibitor	BAZ2B inh	HP1b binding inh	G9a inh	Pol iota inh	BLM inh	GLS inhibitor	JMJD2A Tudor	Pin1 inhibitor
O=C(NCc1ccccc1Cl)c1cccc(C(F)(F)F)c1	10%	20%	41%[activator]	45µM*	129%[activator]	-1%	7%	17%	0%
CC1CCCC(NC(=O)c2ccc3c(c2)OCO3)C1C (stereo not given)	-4%	-2%	-13%	6%	38%[activator]	.	-4%	-12%	-7%
O=C1N/C(=C/c2cccs2)C(=O)N1Cc1ccc(Br)cc1	6%	23%	24%	83%[activator]	94%[activator]	-7%	-4%	-33%	-3%
CCN(CC)CCN1C(=O)C(O)=C(C(=O)c2cc3ccccc3o2)C1c1cccnc1 (stereo not given)	5%	-2%	50%	89µM*	25%	-8%	3%	-20%[11.4 µM]	-2%
O=C(CCC(=O)Nc1cccc([N+](=O)[O-])c1)N/N=C/c1cccs1	4%	?	18%	11%[0.501 µM]	10%	-1%	20%	-14%	2%
C=CCn1c(=O)c2ccc(C(=O)NCc3ccccc3)cc2n(Cc2ccccc2Cl)c1=O	6%	6%	22%	9%[59 µM]	-6%	1%	2%	-6%	4%
COc1ccccc1NC(=O)c1ccc(-c2nc(COc3ccc(C)cc3)c(C)o2)cc1	15%	-5%	46%[activator]	?	19%	-9%	15%	13%	7%
COc1ccc(NC(=O)Cn2nnc(C(=O)Nc3ccc(F)c(Cl)c3)c2N)cc1OC	-1%&16%	-20%	33%&26%	2%	-36%&-15%	-7%&-10%	7%&3%	-2%&-11%	-3%&3%

Three entries out of the list above, ordered by the number in JMJD2A Tudor, ascending:
compound	PGK inhibitor	BAZ2B inh	HP1b binding inh	G9a inh	Pol iota inh	BLM inh	GLS inhibitor	JMJD2A Tudor	Pin1 inhibitor
CC1CCCC(NC(=O)c2ccc3c(c2)OCO3)C1C (stereo not given)	-4%	-2%	-13%	6%	38%[activator]	.	-4%	-12%	-7%
COc1ccccc1NC(=O)c1ccc(-c2nc(COc3ccc(C)cc3)c(C)o2)cc1	15%	-5%	46%[activator]	?	19%	-9%	15%	13%	7%
O=C(NCc1ccccc1Cl)c1cccc(C(F)(F)F)c1	10%	20%	41%[activator]	45µM*	129%[activator]	-1%	7%	17%	0%

New compounds follow:
compound	PGK inhibitor	BAZ2B inh	HP1b binding inh	G9a inh	Pol iota inh	BLM inh	GLS inhibitor	JMJD2A Tudor	Pin1 inhibitor
O=C(NCc1cccc(F)c1)C1CCC(=O)N(CCCN2CCOCC2)C1 (stereo not given)	i	1%	22%	30%	-6%	-3%	0%	1%	-1%
CCN1CCC2(CCN(C(=O)c3cc(COc4cc(C)ccc4C)on3)C2)C1 (stereo not given)	0%	-25%	14%	?	23%	0%	0%	-34%	3%
CCN1C(=O)C2CCCCN2c2ccc(C(=O)NCCOC)cc21 (stereo not given)	.	0%	51%[activator]	79µM*	-26%	-4%	23%	0%	-2%
COc1ccc(C(C(=O)Nc2ccc(F)cc2)N(C(=O)Cn2nnc3ccccc32)C2CC2)cc1 (stereo not given)	2%[11.5 µM]	-3%	16%	-3%	3%	-10%	15%	-4%	1%
CCOC(=O)c1cc(-c2ccc(Cl)s2)[nH]n1	i	1%	56%[activator]	.	30%[activator]	5%	-1%	2%	-1%
COc1cc(S(=O)(=O)Nc2cccnc2)ccc1Cl	0%	-30%	35%	-2%[59 µM]	16%	-4%	-9%	-3%	-3%
CCN(CC)S(=O)(=O)c1ccc(N2CCOCC2)c(NC(=O)c2cccc3ccccc23)c1	-2%	8%	36%	16%[59 µM]	71%[activator]	-6%	-5%	-12%	2%
COc1ccc(N2CCN(C(=O)CN3C(=O)c4ccccc4S3(=O)=O)CC2)cc1	i	2%	24%	?	-14%	1%	44%[activator]	-18%	-1%

Further records follow:
compound	PGK inhibitor	BAZ2B inh	HP1b binding inh	G9a inh	Pol iota inh	BLM inh	GLS inhibitor	JMJD2A Tudor	Pin1 inhibitor
c1cn2cc(CSC3CCCCC3)nc2s1	-8%	14%	42%[activator]	?	-11%	-2%	2%	-20%	-12%
CN(C)c1ccc(/C=C/c2nc3ccccc3c(=O)n2-c2ccc(C(=O)O)cc2)cc1	-3%	2%	76%[activator]	-3%	?	-6%	4%	1%	?
CCCn1c(SCC(=O)NC)nc2sc3c(c2c1=O)CCC3	-1%	9%	16%	-4%[59 µM]	91%[activator]	-3%	6%	0%	-2%
Cc1ccccc1-c1nc(-c2ccc(NC(=O)c3cccs3)cc2)no1	-7%	6%	12%	-3%	8%	-4%	7%	-8%	13%
COc1ccccc1/C=C/C=C(\C#N)C(=O)NC(C)c1ccccc1 (stereo not given)	-6%	-14%	-16%	-8%	-13%	-10%	-3%	-23%	7%
COc1cc(OC)c(NC(=O)N2CCCn3nc(C)cc32)cc1Cl	-15%	5%[57.1 µM]	46%[activator]	-8%[59 µM]	6%	1%	-3%	-3%	-2%
CC1CCC2(CC1)NC(=O)N(CC(=O)N1CCN(S(=O)(=O)c3ccc4c(c3)CCC4)CC1)C2=O (stereo not given)	-8%	8%	21%	?	7%	.	15%	-19%	-9%
Cc1cc(C)c(C#N)c(N)n1	-4%	2%	11%	10%	-9%	4%	1%	0%	5%

(list continues)
compound	PGK inhibitor	BAZ2B inh	HP1b binding inh	G9a inh	Pol iota inh	BLM inh	GLS inhibitor	JMJD2A Tudor	Pin1 inhibitor
c1nc(NC2CCCC2)c2[nH]cnc2n1	-4%	10%	45%[activator]	-9%	17%&-8%	5%	1%	-27%	-3%
Cc1ccc(C)c(N=C2CCCN2Cc2ccccc2)c1C#N	.	68%[activator]	77%	32%[59 µM]	-8%	-2%	9%	47%[activator]	-2%
O=S(=O)(Nc1ccc2nc(N3CCOCC3)sc2c1)c1ccc(Cl)cc1	0%	-1%	33%	10µM*	26%	.	2%	-21%	-1%
COc1ccc2c(c1)c1nnc(SC)nc1n2C	2%	-4%	30%	7%	22%	-2%	0%	-7%	-3%
COc1ccc(-n2nc(C(=O)NCC(=O)NCCC3=CCCCC3)c3ccccc3c2=O)cc1OC	-7%	3%	-8%	50µM*	34%[activator]	-5%	2%	-13%	-1%
COc1ccc(NC(=O)COC(=O)c2ccncc2)c(OC)c1	-5%	-3%	26%	16%	12%	2%	4%	-15%	-2%
CCN(CC)c1ccc(C(=O)OCC(=O)N(C)Cc2ccccc2)cc1	0%	-10%	-3%	-3%	83%[activator]	-4%	12%	-22%	0%
Cc1nc(=O)c(-c2ccccc2)c(C)n1-c1ccccc1O	-6%	-26%	20%	-15%	5%	-2%	12%	-2%	-2%

Next part:
compound	PGK inhibitor	BAZ2B inh	HP1b binding inh	G9a inh	Pol iota inh	BLM inh	GLS inhibitor	JMJD2A Tudor	Pin1 inhibitor
Cc1ccc(C(=O)N2c3ccccc3CC2C)o1 (stereo not given)	?	?	-13%	.	39%[activator]	-1%	6%	-14%	1%
CSc1ccc(S(=O)(=O)Nc2ccc(F)cc2)cc1	-7%	3%	16%	17%[59 µM]	4%	-3%	6%	-7%	2%
CCOC(=O)CCC(=O)NCc1ccc2c(c1)cc(C)n2C	-9%	-15%	28%	8%[0.0925 µM]	11%	-9%	4%	-19%	?
Cn1ncc(C(=O)N2CCN(c3ccccc3)CC2)c1C1CCN(C(=O)OC(C)(C)C)CC1	5%	3%[57.1 µM]	5%	0%[59 µM]	24%	-7%	5%	-16%	1%
Cc1[nH]c2ccc(C(=O)N3CCCC3)cc2c1C	-7%	-20%[57.1 µM]	29%	-36%	0%	-2%	-3%	-10%	-7%
CCOc1ccc(CNC(=O)c2ccc3c(c2)N(CC)CCS3)cc1	-11%	-1%&-27%	39%&26%[activator]	17%	27%&-4%	-1%&-2%	9%&7%	-7%&-12%	0%&5%
CC(C)(C)c1ccc(C(=O)NCCc2csc3nc(-c4ccccc4F)nn23)cc1	-10%	-13%	12%[57 µM]	0%[59 µM]	?	-8%	6%	-27%	1%
COc1ccccc1/C=N/NC(=O)C(=O)Nc1ccccc1OC(F)(F)C(F)F	-5%	7%	30%	-4%	-5%	3%	-4%	12%	-3%

The results go on:
compound	PGK inhibitor	BAZ2B inh	HP1b binding inh	G9a inh	Pol iota inh	BLM inh	GLS inhibitor	JMJD2A Tudor	Pin1 inhibitor
CCOc1ccc(N2CC(C(=O)N3CCCCCC3)CC2=O)cc1 (stereo not given)	-2%	-16%	-8%	-9%	-6%	-4%	-12%	-2%	-5%
O=C(NCCCN1CCN(c2ccccc2F)CC1)c1cc2c(Cl)nc3ccccc3c2s1	8%	-20%	31%	-3%[59 µM]	23%	2%	2%	-4%	4%
COc1ccc(CN(C)Cc2ccccc2)c(OC)c1OC	6%	2%	43%[activator]	-5%[59 µM]	-17%	2%	-4%	-6%	9%
CCOc1ccccc1C(=O)N(CN1CCCC1=O)c1cccc(Cl)c1	-13%	-3%	33%	-4%[2.33 µM]	5%	1%	3%	2%	-7%
COc1ccc(S(=O)(=O)N2CCCCC2)cc1NC(=O)C1CC(=O)N(Cc2ccccc2)C1 (stereo not given)	3%	13%	19%	14%[12.7 µM]	5%	.	4%	-14%	-1%
CC1Cc2ccccc2N1C(=O)CSc1nnnn1C (stereo not given)	-9%	13%	22%	-3%	-5%	-4%	9%	-5%	-1%
CC(C)NS(=O)(=O)c1ccc(OCC(=O)N2CCN(c3ccccc3F)CC2)cc1	i	4%	42%[activator]	1%[59 µM]	36%[activator]	0%	0%	-2%	6%
CS(=O)(=O)N(Cc1ccc(Cl)cc1)c1ccc(C(=O)NCc2ccccn2)cc1	i	-23%	37%[activator]	23%	21%	-3%	1%	-7%	4%
O=C(CNC(=O)c1cnccn1)Nc1ccc(F)c(F)c1F	i	-2%	43%[activator]	18%	-6%	-4%	5%	-17%	2%

Not all compounds are listed; the hit share may differ from the screen's.
